# Screens: PubChem, National Center for Advancing Translational Sciences (NCATS)
# TRHR enhancer = qHTS for Small Molecule Agonists and Allosteric Enhancers of Human TRH Receptor: Primary Screen for Enhancers | enhancement, % at 2 µM | Thyrotropin-releasing hormone receptor (Homo sapiens), P34981 | TRHR cells, fluo-8 calcium fluorescence, EC20 TRH enhancement | hit rate 0.66% among 360,000; in the data active = enhancement above about 30%; note: 0% is about no effect
# Target sequence (P34981 whole entry, looked up): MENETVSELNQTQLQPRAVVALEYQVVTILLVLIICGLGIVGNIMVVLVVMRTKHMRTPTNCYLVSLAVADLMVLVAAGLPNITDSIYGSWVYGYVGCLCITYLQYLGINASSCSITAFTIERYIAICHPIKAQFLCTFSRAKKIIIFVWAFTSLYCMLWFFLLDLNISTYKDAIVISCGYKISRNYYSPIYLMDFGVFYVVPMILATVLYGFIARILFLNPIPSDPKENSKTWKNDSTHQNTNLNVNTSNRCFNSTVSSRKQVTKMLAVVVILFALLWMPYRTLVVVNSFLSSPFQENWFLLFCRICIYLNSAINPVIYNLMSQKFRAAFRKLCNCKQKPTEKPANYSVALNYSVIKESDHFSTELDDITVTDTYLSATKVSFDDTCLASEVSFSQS
#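 Enhancer read-out: after compound pinning and an initial kinetic agonist-mode read, an EC20 of TRH (10 nM final) was injected and fluo-8 calcium signal (Ex 480/Em 530) followed at 1 s/cycle for 100 cycles in TRHR-expressing cells.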
# D2 PAM = HTS Assay for Positive Allosteric Modulators of the Human D2 Dopamine Receptor: Primary Screen for Potentiators | D(2) dopamine receptor (Homo sapiens), P14416 | HEK293 T-REx D2, calcium flux, EC20 dopamine potentiation | potentiation, % at 10 µM | hit rate 0.34% among 340,000;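 active = potentiation over 3 SD above the plate norm, cut at about 30% in these data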; note: 0% is about no effect
#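 Potentiation of an EC20 dopamine calcium response measured kinetically over 180 s, after a preceding 180 s compound-only read flagging agonists. Cells: inducible Hek293 Trex D2 line, 4000/well, cultured overnight at 30 C before dye loading.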
# D2 ag = HTS Assay for Allosteric Agonists of the Human D2 Dopamine Receptor: Primary Screen for Agonists | activation, % at 2 µM | HEK293 T-REx D2 cells, calcium flux agonist mode | hit rate 0.53% among 340,000 | D(2) dopamine receptor (Homo sapiens), P14416;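 active = activation over 3 SD above normal in the single-dose calcium agonist read, cut at about 30% in these data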; note: 0% is about no effect
#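 Calcium-flux readout, 1 cycle/sec over 180 s following compound pin transfer, in inducible HEK293 Trex D2 cells (force-coupled); dopamine controls included. Positive calcium responses during this window marked compounds as potential agonists.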
# RXFP1 antagonist = qHTS Assay for Antagonists of the Relaxin Receptor RXFP1. HEK293-RXFP1, relaxin-stimulated cAMP HTRF, 30 min; stronger effect = lower value. activity change, negative = inhibition, % at 57.5 µM. hit rate 0.59% among 350,000;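 active = activity change of -60% or lower, but not beyond a set lower limit; inconclusive = change between -60% and -40%, or beyond the set limit; inactive = change above -40%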; note: % is set by controls: 0 for no effect and ±100 for the full control effect
# D1 antagonist = Antagonist of Human D 1 Dopamine Receptor: qHTS | hit rate 3.2% among 360,000 | activity change, negative = inhibition, % at 10 µM | HEK293 TREx D1 cells, calcium flux, dopamine EC80; stronger effect = lower value | AID 504652, 2011 | D(1A) dopamine receptor (Homo sapiens), P21728; in the data active = activity change below about -30%; note: % is set by controls: 0 for no effect and ±100 for the full control effect
# Target sequence (P21728 whole entry, looked up): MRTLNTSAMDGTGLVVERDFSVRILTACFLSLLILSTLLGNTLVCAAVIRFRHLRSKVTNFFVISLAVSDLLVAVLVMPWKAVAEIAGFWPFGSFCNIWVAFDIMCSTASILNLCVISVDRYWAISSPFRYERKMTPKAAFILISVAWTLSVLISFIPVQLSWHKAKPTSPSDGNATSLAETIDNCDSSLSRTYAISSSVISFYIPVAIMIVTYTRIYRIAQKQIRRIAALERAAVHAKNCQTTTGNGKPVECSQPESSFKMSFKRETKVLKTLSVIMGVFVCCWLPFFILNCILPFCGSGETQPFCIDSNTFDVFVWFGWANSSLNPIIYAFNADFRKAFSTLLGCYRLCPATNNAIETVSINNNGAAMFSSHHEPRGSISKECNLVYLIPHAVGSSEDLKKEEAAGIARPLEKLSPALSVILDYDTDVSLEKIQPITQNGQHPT
#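 Tetracycline-induced HEK293 T-REx cells with force-coupled D1 receptor were loaded with a no-wash calcium dye. Compound was added after a 10 s baseline and read kinetically for 180 s; EC80 dopamine was then added and calcium flux followed another 180 s.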
# D1 agonist = Allosteric Agonists of the Human D1 Dopamine Receptor: qHTS; AID 504660, 2011; D(1A) dopamine receptor (Homo sapiens), P21728; HEK293 T-REx D1 cells, calcium flux, agonist mode; hit rate 1% among 360,000; activation, % at 2 µM; in the data active = activation above about 30%; note: 0% is about no effect
#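 Tetracycline-induced HEK293 TREx D1 cells, force-coupled to calcium signalling, were dye-loaded with a no-wash calcium kit. Compound was pin-added after a 10 s baseline. Fluorescence was read kinetically at 1 cycle/s for 180 s, with calcium rises flagged as agonism.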
# RXFP1 ag = qHTS Assay for Agonists of the Relaxin Receptor RXFP1; Relaxin receptor 1 (Homo sapiens), Q9HBX9; hit rate 0.3% among 370,000; HEK293T-RXFP1 cAMP TR-FRET, 30 min; response scale: percent of porcine relaxin response, buffer zero; Potency, µM (highest dose often 57.5 µM), for the others: at the highest dose activation, usual class: activators; active = well fitted activation curve with a large enough effect; inconclusive = small, poorly fitted or top-dose-only effect; note: potency is the fitted concentration of half-maximal effect; % is set by controls: 0 for no effect and ±100 for the full control effect; nearly all actives have a fitted effect of over 60% in size; many of its hits are not listed in these tables
#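 Agonist response is measured as cAMP accumulation in an RXFP1-transfected HEK293T line under PDE4 inhibition. Values are scaled between buffer-only and 29 nM porcine relaxin, and EC50s come from standard Hill equation fits.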
# D2 antagonist = HTS Assay for Allosteric Antagonists of the Human D2 Dopamine Receptor: Primary Screen for Antagonists; D(2) dopamine receptor (Homo sapiens), P14416; HEK293 TREx D2 cells, calcium flux, dopamine EC80; inhibition, % at 10 µM; hit rate 2% among 340,000; AID 485344, 2010; in the data active = inhibition above about 30%; note: 0% is about no effect
#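 Read-out: kinetic calcium fluorescence (1 cycle/s) in inducible HEK293 T-REx D2 cells after an EC80 dopamine addition that followed 180 s compound preincubation. Loss of the dopamine response indicates antagonism.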
# D1 potentiator = Potentiators of Human D1 Dopamine Receptor: qHTS; D(1A) dopamine receptor (Homo sapiens), P21728; HEK293 TREx D1 cells, calcium flux, dopamine EC20 potentiation; potentiation, % at 10 µM; AID 504651, 2011; hit rate 0.036% among 360,000; in the data active = potentiation above about 30%; note: 0% is about no effect
# * marks the source's active call; other numbers are inactive results; u = inconclusive; x = not tested or not shown. An excerpt (hit frequency here may not be typical).
SMILES,TRHR enhancer,D2 PAM,D2 ag,RXFP1 antagonist,D1 antagonist,D1 agonist,RXFP1 ag,D2 antagonist,D1 potentiator
COC(=O)/C=C(\Oc1ccccc1)C1(O)CCCCC1,-3.8,5.7,0.3,9.0,-0.8,3.1,-1.3%,-5.4,-3.5
COc1ccc(Cn2ccc3nc(C)c(C(=O)NCc4ccc(F)cc4)cc3c2=O)cc1,6.9,1.4,1.4,-5.3,-5.7,0.0,u,x,3.2
CCc1nnc(NC(=O)c2ccc(S(=O)(=O)N3CCc4ccccc4C3)cc2)s1,3.6,-8.4,0.4,-7.3,-2.3,-0.3,2.1%,3.4,-2.3
O=C(NNC(=O)c1sccc1-n1cccc1)Nc1ccc(F)cc1,-1.9,1.2,0.4,-12.6,8.5,0.6,1.4%,-2.0,-3.8
CCN(CC(=O)Nc1ccc(NC(C)=O)cc1)C(=O)c1ccccc1SCC(=O)N1CCCC1,-1.2,x,x,4.8,-3.8,0.1,1.6%,x,-3.1
COC/C=C/C1=CC(=O)C[C@H](c2ccc3c(c2)OCO3)C1,6.2,3.8,0.5,x,x,0.4,0.4%,5.5,-3.8
Cn1c(CC(=O)NC(C)(C)CO)c(Sc2ccccc2)c2ccccc21,-1.9,-3.4,0.9,-6.7,0.2,-1.3,1.6%,-3.7,-1.1
O=C(Nc1ccc(NC(=O)c2cccc([N+](=O)[O-])c2)cc1)c1cccc([N+](=O)[O-])c1,-2.3,2.2,-0.3,11.9,-12.3,0.2,-4.6%,2.2,9.1
COc1cc(NS(=O)(=O)c2ccc(NC(=S)NC(=O)c3ccc(F)cc3)cc2)nc(OC)n1,0.1,-1.3,2.1,-6.0,12.5,3.3,-2.4%,0.3,x
CCn1c(COc2ccccc2)nnc1SCC(=O)NCc1ccco1,0.1,-2.0,1.1,-38.1,-2.4,3.4,-1.2%,-10.2,0.5
COc1cc(CNC2CCCCC2OC)cc(OC)c1OC (stereo not drawn),3.1,4.7,1.0,4.2,0.9,2.1,-0.9%,13.7,-0.1
CCOC(=O)/C=c1\s/c(=C(\C#N)C(=O)NC)n(-c2ccccc2)c1=O,-9.1,-5.0,0.9,10.6,2.5,3.3,0.9%,9.3,1.2
CC1CC(C)CN(S(=O)(=O)N2CCCC(C(=O)NCCCN3CCOCC3)C2)C1 (stereo not drawn),7.5,6.5,0.3,0.2,18.5,3.3,0.4%,7.2,-2.3
O=C(Nc1cccs1)OCCN1CCN(Cc2ccccc2)CCC1=O,-0.1,2.0,1.4,x,0.7,-0.5,0.9%,4.5,1.8
C=CCNCCCCOc1cccc(Br)c1,-0.9,11.2,0.3,-7.9,-4.3,31.9*,1.4%,0.1,-1.2
COc1cccc2sc(N(CCCN(C)C)C(=O)CCS(=O)(=O)c3ccccc3)nc12,-3.0,-2.4,-0.4,14.6,-2.8,10.7,-0.4%,-10.2,-2.0
COC(=O)COc1cccc(NC(=O)c2cccc(C)c2)c1,3.7,-1.4,1.2,-6.1,-7.4,2.0,-0.2%,-14.7,-1.8
CCCOc1ccc(C(=O)NNC(=S)NC(=O)c2cc(-c3ccc(Cl)cc3)nc3ccccc23)cc1,4.6,15.9,x,-22.5,-0.3,3.9,-2.1%,x,-5.4
O=C(c1ccc(NS(=O)(=O)c2ccc(F)cc2)cc1)N1CCN(c2ccccc2O)CC1,-8.1,-15.0,0.5,0.9,-5.1,6.9,-1.8%,-13.5,-2.1
COc1cc(/C=C/C(=O)N2CCN(c3ccccn3)CC2)cc(OC)c1OC,-6.8,-0.7,-0.9,-4.2,16.7,1.3,3.3%,13.6,-11.5
Cc1ccc(-n2c(=O)c3c(C)c(C)sc3n(CC(=O)c3ccc(Cl)cc3)c2=O)cc1C,2.7,0.9,0.4,-11.7,-8.2,-0.9,6.7%,x,-0.5
Cc1cccc(/C=N/NC(=O)C2CCCNC2=O)c1 (stereo not drawn),2.5,-1.3,1.3,-7.2,-84.5*,2.4,-0.2%,20.8,-4.3
C[C@H](NC(=O)C1CCN(S(=O)(=O)c2ccccc2)CC1)C(=O)NCc1ccc(Cl)c(Cl)c1,-14.7,3.2,1.3,-4.9,-9.3,1.6,0.3%,-1.2,-5.3
O/N=C1\CC2(Cc3nonc31)OCCO2,0.0,-7.0,-0.1,2.9,-9.7,2.8,-2.5%,1.2,1.1
COc1cc(-c2cc(C(=O)N(C)Cc3ccccc3)c3ccccc3n2)cc(OC)c1OC,0.5,x,x,0.4,1.5,2.3,6.3%,x,-6.5
CSc1ncccc1C(=O)Nc1nc2c(C)cccc2s1,2.8,17.6,-0.4,6.2,-29.0,-0.1,0.7%,-8.5,-4.5
COc1ccccc1OCCn1c(=O)sc2ccccc21,-5.7,0.6,-2.0,7.2,1.8,2.4,-1.0%,4.3,-4.9
CC(C)CC1NC(=O)N(CCCCN2C(=O)c3ccccc3C2=O)C1=O (stereo not drawn),3.9,x,x,0.9,-6.2,0.4,3.1%,x,-4.4
CCOC(=O)C1(CC)NC(c2cccc(F)c2)C2C(=O)N(CC)C(=O)C21 (stereo not drawn),-3.4,6.1,-0.8,-7.0,-12.4,1.9,1.2%,-9.5,-4.8
CCNS(=O)(=O)c1ccc(NC(=O)Cn2nc(C(F)(F)F)cc2C)cc1,-1.8,2.6,0.7,-6.1,-39.0*,7.1,0.1%,-6.4,-2.2
CCn1c(C(=O)NCCc2ccc(S(N)(=O)=O)cc2)cc2sc(Cl)cc21,-0.7,-8.5,-0.3,-10.8,2.2,-1.3,4.6%,x,0.3
CCCCNC(=O)c1onc(CSc2cccc3ccccc23)c1C(=O)O,22.4,-3.6,0.7,x,-8.2,1.1,0.0%,-1.4,1.1
CC(C)c1ccc(NC2CCCN(C(=O)CC3CCCC3)C2)cc1 (stereo not drawn),-3.6,13.9,-0.1,-12.4,0.3,7.5,-2.6%,0.7,-1.2
CN(C)CCCNC(=S)N(CCN(C)C)Cc1cc2cc3c(cc2[nH]c1=O)OCCO3,-5.2,-5.6,-0.5,8.8,1.7,8.7,1.7%,0.1,0.3
CCOC(=O)c1nnn2c1nc(N(CC)CC)c1ccccc12,-0.7,-4.1,1.5,1.5,5.5,0.7,9.1%,15.4,3.6
Cc1ccc(NC(=O)Cn2nc(C)cc2C)cc1,2.1,x,x,0.5,0.1,0.7,-0.4%,x,-1.3
CCCc1nnc(NC(=O)CCC(=O)N2CCC(Cc3ccccc3)CC2)s1,18.7,3.3,0.0,12.5,-1.2,6.8,-2.3%,-9.3,7.8
O=c1c2ccccc2cnn1-c1ccc(Cl)cc1,11.8,13.3,1.1,-9.6,-20.2,-0.4,1.3%,2.2,3.2
CSc1ccc(Cl)c(C(=O)NCC(C)C)c1,1.1,2.6,-0.3,9.4,1.0,0.9,-0.2%,11.5,-6.3
C=CCC(C(=O)c1ccccc1)[N+](C)(C)CC=C (stereo not drawn),8.7,1.1,1.6,-82.2*,-9.1,2.6,0.3%,-16.4,7.3

# In another format: entries from further up.
structure	TRHR enhancer	D2 PAM	D2 ag	RXFP1 antagonist	D1 antagonist	D1 agonist	RXFP1 ag	D2 antagonist	D1 potentiator
C=CCNCCCCOc1cccc(Br)c1	-0.9	11.2	0.3	-7.9	-4.3	31.9*	1.4%	0.1	-1.2
COc1cc(CNC2CCCCC2OC)cc(OC)c1OC (stereo not drawn)	3.1	4.7	1.0	4.2	0.9	2.1	-0.9%	13.7	-0.1

# Going on with the list.
SMILES,TRHR enhancer,D2 PAM,D2 ag,RXFP1 antagonist,D1 antagonist,D1 agonist,RXFP1 ag,D2 antagonist,D1 potentiator
Cc1cc(C)c2nc(SCCc3ccccc3)nc(C)c2c1,8.8,0.7,-1.0,-0.7,5.6,9.2,0.1%,-5.4,-1.1
CCN(CC)CCCNC(=O)c1nn(-c2ccc(C)cc2)c(=O)c2c1c1ccccc1n2C,-0.2,-13.9,0.5,-1.3,-2.9,-0.1,13.3%,x,1.2
COc1cccc(CN2CCC(C(=O)N3CCN(c4ccccc4F)CC3)CC2)c1OC,4.0,8.6,26.8,8.8,6.8,5.6,2.1%,-13.6,-0.7
COc1cc(C2/C(=C(/O)c3ccccc3)C(=O)C(=O)N2c2ccccn2)ccc1O (stereo not drawn),4.3,-4.2,0.7,-14.8,-7.1,1.6,1.1%,-2.4,5.8
Cc1ccc(NC2CCCN(C(=O)CCn3nccc3C)C2)cc1C (stereo not drawn),-8.2,4.1,-0.4,-15.6,-7.3,1.4,0.1%,-8.1,-4.2
COc1cc(NS(=O)(=O)c2ccc(NS(=O)(=O)c3ccc(C)cc3)cc2)nc(OC)n1,-1.7,-2.1,0.2,-0.9,5.6,6.9,1.9%,6.8,-1.9
Cc1ccc(OCC(=O)Nc2ccc(S(=O)(=O)Nc3cc(C)nc(C)n3)cc2)cc1,4.4,-9.9,0.1,9.2,-2.4,1.9,-0.1%,-1.7,-1.4
CCn1c(SCC(=O)N2CCOCC2)nnc1C(C)NC(=O)c1ccccc1 (stereo not drawn),-2.0,0.4,0.3,3.3,7.9,2.1,1.8%,9.1,-4.0
COC(=O)c1ccc(/C=N/OCC(=O)NCc2ccc(F)cc2)cc1,-1.3,0.9,1.5,-9.3,-50.9*,0.8,0.3%,14.4,-4.0
CSc1nc(O)c(Cc2ccccc2)c(=O)[nH]1,-5.5,6.5,0.5,16.7,4.4,2.8,-1.0%,8.4,0.9
C=CCNC(=S)Nc1cccc2[nH]ncc12,-0.1,-4.7,6.8,-1.5,-0.8,2.8,7.5%,3.7,-1.2
Cc1ccc(-n2nnnc2SCC(=O)c2c(N)n(C3CC3)c(=O)[nH]c2=O)cc1,4.4,-3.6,0.8,-1.1,23.5,4.0,2.7%,9.9,x

# Some of these compounds in order of the RXFP1 ag value, descending:
SMILES | RXFP1 ag
C=CCNC(=S)Nc1cccc2[nH]ncc12 | 7.5%
COc1cc(NS(=O)(=O)c2ccc(NS(=O)(=O)c3ccc(C)cc3)cc2)nc(OC)n1 | 1.9%
Cc1ccc(OCC(=O)Nc2ccc(S(=O)(=O)Nc3cc(C)nc(C)n3)cc2)cc1 | -0.1%
